# JMJD2C inh: inhibitors of human GASC-1 (JMJD2C) demethylase; Q9H3R0; GST-JMJD2C(1-420) H3K9me3 demethylation, DELFIA europium; inhibition, % at 2.35 µM; actives 0.069% (n = 330,000);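 active = more than half of a compound's replicate wells show inhibition beyond 50%, single wells judged on their own value; inconclusive = some, but no more than half, of replicates pass 50% inhibition; inactive = no replicate passes 50% inhibition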;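 note: signal counts dimethyl H3K9 product captured on neutravidin plate; 0% = median of DMSO wells and 100% = 0.3 times that DMSO median; strong numbers were not always called active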
# GRK2 inh: human GRK2 inhibition via aptamer displacement; inhibition of aptamer binding, % at 10 µM; bead flow cytometry, FAM-aptamer displacement from GRK2; actives 0.59% (n = 330,000); P25098;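 active = inhibition of aptamer binding above 40%, roughly 3 SD of noise, on plates passing a quality check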;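 note: median bead fluorescence of bound FAM aptamer so fluorescent compounds give negative values; no value below 0 was filed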
# VLA-4 inh: inhibition in a human VLA-4 binding assay; P13612; VLA-4 expressing cells, ligand binding flow cytometry; inhibition, % (about 7 µM as worked out from the volumes in the protocol); actives 0.2% (n = 330,000); in the data active = inhibition above about 50%
# Target sequence (P13612 whole entry, looked up): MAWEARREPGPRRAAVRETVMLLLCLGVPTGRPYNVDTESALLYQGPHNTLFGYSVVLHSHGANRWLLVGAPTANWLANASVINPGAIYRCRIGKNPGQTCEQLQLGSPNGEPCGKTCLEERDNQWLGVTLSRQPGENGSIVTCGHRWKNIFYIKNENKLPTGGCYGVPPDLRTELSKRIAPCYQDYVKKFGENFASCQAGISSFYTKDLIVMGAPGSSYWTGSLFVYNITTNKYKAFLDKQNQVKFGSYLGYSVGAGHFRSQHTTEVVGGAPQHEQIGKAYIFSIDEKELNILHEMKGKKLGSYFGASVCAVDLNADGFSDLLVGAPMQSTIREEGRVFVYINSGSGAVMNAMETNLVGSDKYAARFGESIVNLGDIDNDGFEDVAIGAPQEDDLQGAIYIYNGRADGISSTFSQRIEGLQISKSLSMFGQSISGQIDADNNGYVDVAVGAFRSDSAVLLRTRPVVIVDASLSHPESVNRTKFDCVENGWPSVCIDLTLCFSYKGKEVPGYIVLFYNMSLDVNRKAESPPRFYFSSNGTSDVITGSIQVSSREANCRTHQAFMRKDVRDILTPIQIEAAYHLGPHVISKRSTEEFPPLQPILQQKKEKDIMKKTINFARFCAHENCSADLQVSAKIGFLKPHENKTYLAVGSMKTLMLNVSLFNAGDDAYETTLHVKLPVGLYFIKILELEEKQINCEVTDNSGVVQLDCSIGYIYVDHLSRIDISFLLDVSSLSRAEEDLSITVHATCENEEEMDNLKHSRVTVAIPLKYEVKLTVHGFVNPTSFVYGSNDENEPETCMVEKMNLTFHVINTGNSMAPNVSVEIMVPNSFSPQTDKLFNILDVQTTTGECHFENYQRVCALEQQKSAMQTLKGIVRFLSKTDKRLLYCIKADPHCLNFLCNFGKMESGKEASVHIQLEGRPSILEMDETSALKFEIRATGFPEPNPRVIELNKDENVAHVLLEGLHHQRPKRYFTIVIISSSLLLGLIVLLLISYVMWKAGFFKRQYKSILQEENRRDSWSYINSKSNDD
# MEP2 TOR yeast: modulators of TOR pathway MEP2-GFP in S. cerevisiae; S. cerevisiae MEP2-GFP strain, flow cytometry GFP, 3 h; 100% = DMSO control level; GFP response vs DMSO, % at 10 µM; actives 0.51% (n = 330,000);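 active = GFP response versus DMSO above a set limit, roughly screen mean plus 3 SD, cut at about 180% in these data; inconclusive = fewer than 70 cells counted for a yeast strain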;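 note: median GFP fluorescence of the barcode-gated MEP2-GFP cells per well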
# AGP1 TOR yeast: alters AGP1-GFP fluorescence in TOR pathway yeast screen; S. cerevisiae AGP1-GFP multiplex flow cytometry, 3 h; GFP as percent of DMSO wells; GFP response vs DMSO, % at 10 µM; actives 0.02% (n = 320,000); AID 2066;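 active = GFP response relative to DMSO above a set limit, near screen average plus 3 SD, cut at about 150% in these data; inconclusive = fewer than 70 cells counted for the yeast strain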;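 note: median GFP channel fluorescence of the gated AGP1 strain per well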
# LAP4 TOR yeast: modulators of TOR pathway LAP4-GFP in S. cerevisiae | S. cerevisiae LAP4-GFP multiplex, flow cytometry GFP, 3 h; median GFP as percent of DMSO wells | GFP response vs DMSO, % at 10 µM | actives 0.34% (n = 320,000);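 active = GFP response vs DMSO above a set limit, about the screen mean plus 3 SD, cut at about 150% in these data; inconclusive = under 70 cell events counted for the yeast strain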
# CIT2-GFP yeast: modulators of TOR pathway CIT2-GFP in S. cerevisiae; S. cerevisiae CIT2-GFP strain, flow cytometry, 3 h; 100 means same as DMSO wells; GFP response vs DMSO, % at 10 µM; actives 0.065% (n = 320,000); AID 2029;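 active = GFP response relative to DMSO above a set limit, near the screen mean plus 3 SD, cut at about 150% in these data; inconclusive = Fewer than 70 cells measured for a yeast strain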;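 note: ratio of well median GFP fluorescence to mean of DMSO wells on the plate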
# RPL19A-GFP yeast: modulators of TOR pathway RPL19A-GFP in S. cerevisiae. S. cerevisiae RPL19A-GFP strain, flow cytometry, 3 h; hits give low values. percent response vs DMSO, % at 10 µM. actives 0.3% (n = 330,000). AID 2025;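 active = percent response vs DMSO below 50%; inconclusive = fewer than 70 events counted for the yeast strain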;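 note: median channel GFP fluorescence of the barcoded RPL19A-GFP strain; ratio of sample median GFP to plate DMSO average so 100% = DMSO; lower means less RPL19A-GFP as with rapamycin TOR inhibition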
# Numbers without * were called inactive; i = inactive; ? = inconclusive; . = not tested or not shown; [ ] = dose if it differs, or a comment.
# Values run as follows: JMJD2C inh	GRK2 inh	VLA-4 inh	MEP2 TOR yeast	AGP1 TOR yeast	LAP4 TOR yeast	CIT2-GFP yeast	RPL19A-GFP yeast
CCc1c(C)c2cc(Cl)c(O)c(CN3CCCC3)c2oc1=O
    18	0	13	146	64	90	94	89
COc1ccc(-c2nnc(SCC(=O)N(Cc3ccccc3)C(C)(C)C)o2)cc1OC
    7	2	-9	?	?	146[may fluoresce violet]	?	10*[may fluoresce violet]
Cc1ccc(N(CCCCN2C(=O)c3ccccc3C2=O)C(=O)c2ccc(Cl)s2)cc1
    6	6	2	104	102	97	100	105
COc1ccc(C(=O)N2CCC(C(=O)Nc3ccccc3C)CC2)cc1OC
    10	2	0	98	100	99	97	99
O=c1cc(CSc2nnnn2-c2ccccc2)nc(Nc2ccc(F)cc2)[nH]1
    -6	0	3	94	95	87	93	100
O=C(NCc1ccc(N2CCCC2=O)cc1)NC1CCCCC1
    1	0	3	96	.	114	123	97
CC(=O)c1c(C)oc2ccc(N(C(C)=O)S(=O)(=O)c3ccc(Br)cc3)cc12
    0	6	4	103	111	104	101	105
O=C(Nc1cnn(Cc2ccc(Cl)cc2)c1)c1cnccn1
    20	0	1	112	93	107	102	104
Nc1nc(=S)c2ncn(C3CCCC3)c2[nH]1
    -13	0	-1	107	98	88	101	107
Cc1ccc(CN2C(=O)CC(Nc3ccc(N4CCOCC4)cc3)C2=O)cc1 (stereo not drawn)
    -4	0	4	80	84	82	85	90
COc1ccc(NS(=O)(=O)c2ccc(-n3cnnn3)cc2)cc1OC
    -3	4	4	107	108	101	128	107
O=C(Nc1ccc2c(c1)OCCO2)c1cccc(S(=O)(=O)N2CCCCC2)c1
    0	1	4	?	?	73[may fluoresce red and violet]	?	.
CCN(CCNC(=O)Cn1c(=O)sc2ccccc21)c1ccccc1
    -7	2	-7	109	101	96	99	99
COc1ccc(C2CC(c3ccccc3)=NN2C(=O)COC(=O)c2cccc(S(=O)(=O)N3CCOCC3)c2)cc1 (stereo not drawn)
    -10	0	0	102	100	105	96	102
O=[N+]([O-])c1ccc(Cc2ccccn2)c([N+](=O)[O-])c1
    10	2	-1	103	106	113	101	98
O=C(COC(=O)Cc1n[nH]c(=O)c2ccccc12)Nc1ncc(Cl)cc1Cl
    7	0	7	99	100	97	95	95
O=C(CC1C(=O)NC2CCCCC2N1C(=O)c1ccc(F)cc1)Nc1ccccc1 (stereo not drawn)
    10	2	12	103	101	96	99	98
COc1cc(/C=C/C(=O)O)ccc1O
    2	2	-20	96	89	90	92	89
O=C(O)C1C2C=CC(C2)C1C(=O)N1CCOCC1 (stereo not drawn)
    -9	2	7	103	96	92	97	99
COC(=O)Nc1ccc(S(=O)(=O)N2CCCCCC2)cc1
    8	1	6	101	100	101	94	97
COc1cccc(NC(=O)COC(=O)CCC(=O)c2cccs2)c1
    2	0	17	84	92	90	90	92
CN1CCN(c2ccc(Cl)cc2NC(=O)CC2OC(=O)c3ccccc32)CC1 (stereo not drawn)
    -6	0	11	102	108	108	97	100
O=C(NCc1cccnc1)c1csc2c1CCCC2
    2	2	-5	104	99	100	91	104
COc1ccc(C(=O)Nc2cc(C(C)=O)c(C)oc2=O)cc1
    -24	2	-11	99	89	97	89	94
CC(C)[C@H](NC(=O)c1ccco1)C(=O)OCC(=O)Nc1ccc(F)cc1
    -10	8	10	94	99	89	102	100
Cn1ccnc1SCC(=O)c1c(N)n(C)c(=O)n(C)c1=O
    -5	0	4	98	95	91	105	96
CC(=NCCCn1ccnc1)C1=C(O)c2ccccc2C1=O
    -4	0	-22	99	104	91	108	99
C[C@H](NC(N)=O)C(=O)OCC(=O)Nc1ccc(OC(F)F)cc1
    -8	3	13	104	107	101	107	101
CCCCNC(=O)c1ccc(CS(=O)(=O)c2ccc(OC)cc2)o1
    2	4	20	103	103	106	100	100
CC(=O)Nc1ccccc1NC(=O)c1ccc(C)c(C)c1
    0	0	1	108	101	103	102	95
CCOc1ccc(OCC(O)CN2CCc3ccccc3C2)cc1 (stereo not drawn)
    -7	36	9	94	97	86	98	95
CC(=O)Cc1nsc(NC(=O)c2ccc(-c3ccc(Cl)c(Cl)c3)o2)n1
    5	2	6	89	104	106	94	94
COc1ccc(S(=O)(=O)Nc2ccc3oc(C)c(C(=O)O)c3c2)cc1
    5	0	1	109	103	104	98	102
CC1CCC/C(=N\NC(=O)Nc2ccccc2)C1 (stereo not drawn)
    -17	4	-4	90	85	84	82	93
CCCc1cc(=O)oc2c(CN(CC)CC)c(O)c(Cl)cc12
    -4	5	5	101	97	101	106	99
O=C(COC(=O)c1sc2ccccc2c1Cl)Nc1ncc(Cl)cc1Cl
    2	1	22	102	91	94	102	96
COc1ccc(C(C)=O)cc1COc1ccc(F)cc1
    -2	1	17	104	87	99	99	95
O=C(O)c1ccccc1NC(=O)C1C2C=CC(C2)C1C(=O)O (stereo not drawn)
    0	4	0	102	98	89	102	99
Cc1ccc(NC(=O)CN2C(=O)NC(Cc3ccccc3)C2=O)cc1 (stereo not drawn)
    -11	4	-11	111	111	115	107	104
Cc1noc(C)c1COc1ccc(C(=O)N2CCN(c3ccccn3)CC2)cc1
    -32	15	1	108	108	103	104	103
N#CCOc1ccccc1P(=O)(c1ccccc1)c1ccccc1
    -12	1	7	105	86	92	90	101
O=C(NC1CCCCCC1)c1cc(S(=O)(=O)N2CCC3(CC2)OCCO3)ccc1F
    .	1	9	102	106	101	99	97
COc1ccc(CCNS(=O)(=O)c2cc(/C=C/C(=O)O)ccc2C)cc1OC
    -7	3	9	99	98	97	100	100
O=C(CN1C(=O)C(=O)c2ccccc21)c1ccccc1
    -10	0	-4	91	105	96	101	101
CCOc1ccc(S(=O)(=O)N2CCCC(C(=O)NCC3CCCO3)C2)cc1Cl (stereo not drawn)
    i	0	4	99	98	97	92	94
O=C(COC(=O)c1cc(-c2cccc(Br)c2)nc2ccccc12)NCC1CCCO1 (stereo not drawn)
    -6	0	-9	99	105	101	98	97
CCN(C(=O)CN1C(=O)/C(=C/c2ccccc2F)SC1=S)C1CCS(=O)(=O)C1 (stereo not drawn)
    -3	0	-1	114	103	97	102	105
Cc1ccc(C(=O)Nc2ccc(C(=O)N/N=C/c3cccnc3)cc2)cc1
    7	0	3	93	90	92	87	92
Cc1ccccc1Nc1c(F)c(F)c(F)c(F)c1C(=O)O
    2	5	2	105	98	106	101	104
Cc1c(NC(=O)CSc2nc3ccccc3[nH]2)c(=O)n(-c2ccccc2)n1C
    ?	0	17	98	99	95	106	99

# Other compounds.
# Values run as follows: JMJD2C inh	GRK2 inh	VLA-4 inh	MEP2 TOR yeast	AGP1 TOR yeast	LAP4 TOR yeast	CIT2-GFP yeast	RPL19A-GFP yeast
CC(NC(=O)c1ccc(Br)cc1)c1ccccc1 (stereo not drawn)
    -2	0	20	91	93	93	85	93
CC1CCCCN1CCCNC(=O)c1ccc(NC(=O)C2=CSCCO2)cc1 (stereo not drawn)
    -31	0	4	108	106	100	103	102
COc1ccc(NC(=O)CN(C)C(=O)/C=C/c2cn(-c3ccccc3)nc2-c2ccc(C)cc2)cc1
    -5	5	26	101	99	97	102	106
COCCOC(=O)C1=C(C)NC2=C(C(=O)CCC2)C1c1ccc2c(c1)OCO2 (stereo not drawn)
    1	3	9	96	89	102	104	94
CCC(C)N1C(=O)C2C(C(=O)Nc3cccc(OC)c3)C3C=CC2(O3)C1C(=O)NC1CCCCC1C (stereo not drawn)
    .	1	4	141	105	106	99	103
Cc1nc(N2CCN(Cc3ccccc3)CC2)nc2c1C(=O)CCC2
    11	0	8	96	91	95	91	93
OC1(c2ccc(Cl)cc2)CCN(Cc2nc(-c3cnccn3)no2)CC1
    -5	3	12	97	97	102	103	95
CCOC(=O)Nc1nnc(-c2ccccc2OC)s1
    7	0	15	88	72	87	71	93
COC(=O)c1ccc(CSc2nnc(-c3ccccc3)n2C)o1
    3	3	-5	?	?	?	103[may fluoresce red]	?
Cc1ccc(C(=O)NNC(=O)Cc2csc(-c3csc(C)n3)n2)cc1
    1	3	6	99	104	105	97	95
N=C1C(=O)OCC1c1ccccc1NC(=O)c1ccccc1 (stereo not drawn)
    -5	3	17	90	99	89	102	103
Cc1onc(C(=O)N2CCC(C(N)=O)CC2)c1-c1ccccc1Cl
    -4	0	18	102	106	100	85	96
O=C(Nc1cccc(C(=O)O)c1)Nc1ccccc1Cl
    32	4	2	102	106	110	97	97
Cc1ccc2[nH]c(C(=O)Nc3ccc(F)cc3)cc2c1
    -6	20	-1	90	91	81	92	93
CC(=O)N(CN1C(=O)C2C3C=CC(C3)C2C1=O)c1cccc(Cl)c1 (stereo not drawn)
    26	0	34	99	96	96	96	93
COCCn1c(=O)[nH]c2cc(C(=O)N3CCN(c4ccccc4)CC3)ccc2c1=O
    -2	3	-14	100	102	100	94	100
COC(=O)c1[nH]c2cc(C)ccc2c1NC(=O)CN1CCc2cc(OC)c(OC)cc2C1
    2	0	10	89	107	89	97	97
NS(=O)(=O)c1ccc(CNC(=S)Nc2ccc(Cl)c(Cl)c2)cc1
    5	0	6	102	105	103	103	101
c1ccc(-c2cc(N3CCOCC3)nc(-c3ccccc3)n2)cc1
    4	0	-4	99	95	93	97	93
COC/C=C/C1=CC2=CC(=O)C(C)(OC(=O)c3cnc4ccccc4n3)C(=O)C2=CN1Cc1ccccc1 (stereo not drawn)
    10	2	6	96	90	98	87	108
COCCn1c(SCC(=O)NC(=O)NC(C)C)nc2ccccc21
    1	2	9	102	98	96	97	100
O=C(/C=C/c1cccc(Br)c1)NCC1CCCCC1
    2	0	21	106	99	96	97	102
CCN1CCc2c(OCc3ccc(C(=O)OC)o3)cccc2C1=O
    -1	2	-2	102	97	100	96	105
O=C(Nc1ccc(F)cc1F)c1c(C(F)(F)F)ccnc1Oc1ccc(Cl)cc1
    1	0	0	108	115	121	98	102
O=C(O)c1ccc(S(=O)(=O)N(CCc2ccccc2)Cc2ccc(Cl)cc2)cc1
    37	3	5	102	91	88	107	94
COc1cc2ncc(S(=O)(=O)c3ccccc3)c(N3CCC4(CC3)OCCO4)c2cc1OC
    -2	3	-1	107	109	99	106	109
COc1cccc(NC(=O)CCc2nnc3ccc(N4CCC(C)CC4)nn23)c1
    48	2	3	109	97	88	99	94
CC(NC(=O)c1cc(-c2ccc3c(c2)OCO3)nc2ccccc12)C(C)(C)C (stereo not drawn)
    -3	1	15	108	104	105	94	101
COc1cc(OC)c(NC(=O)c2ccccc2F)cc1Cl
    -4	0	19	96	94	109	96	98
O=C(COC(=O)c1c(Cl)ccc(Cl)c1Cl)NCC1CCCO1 (stereo not drawn)
    6	1	6	94	95	93	96	95
Cc1nn(C)c(Cl)c1CN1CCCC(C(=O)Nc2cccc(-n3cccn3)c2)C1 (stereo not drawn)
    0	2	3	101	94	70	94	112
CC(=O)NC(CCS(C)(=O)=O)C(=O)Nc1cccc(C(C)=O)c1 (stereo not drawn)
    -9	0	-10	94	75	92	67	106
COc1ccc(CNS(=O)(=O)c2ccc(-n3cnnn3)c(C)c2)cc1
    7	0	1	99	104	98	107	98

# Screens: PubChem BioAssay, several laboratories
